Source: PubChem
Hsp70 displacement – Hsp70 inhibitors, probe displacement, primary screen, biochemical, fluorescence polarization (AID 583). Hsp70 fluorescence polarization probe displacement, mP; higher % means a stronger effect. displacement, % at 20 µM, or IC50 in µM where a hit was titrated. 0.06% of 140,000 active; in the data active = displacement above about 50%;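 also: plate controls were vehicle for no effect and reference ligand for full effect; a part of the inactive calls stands beside numbers as strong as those of hits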
Rat MKP-3 inhibitors – inhibition of rat DUSP6 enzyme activity – biochemical, in vitro, primary screen (AID 425). recombinant MKP-3 phosphatase activity, fluorescence; higher % means a stronger effect. inhibition, % at 20 µM, or IC50 in µM where a hit was titrated. 0.17% of 110,000 active; in the data active = inhibition above about 50%;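 also: plate controls were vehicle for no effect and reference inhibitor for full effect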
Starred values were filed as active, the others as inactive; · = no result given; & = joins results of further samples.

SMILES	Hsp70 displacement	Rat MKP-3 inhibitors
O=C(c1ccc(Nc2cccc(C(F)(F)F)c2)nc1)N1CCCC1	-6.8%	4%
Cc1ccc(CNS(=O)(=O)c2ccc3oc(C(=O)O)c(C)c3c2)cc1	0.8%	7%
CN1C(=O)C2(OCCO2)c2cc([N+](=O)[O-])ccc21	-5.7%	0%
CCOC(=O)c1c2c(n(C)c1CNC(C)C)C(=O)C(=O)c1ccc(Br)cc1-2	4.3%	117%*
C=CCSc1nnc(NC(=O)c2cccc(S(=O)(=O)N3CCOCC3)c2)s1	9.9%	-5%
COc1cccc(-n2cc3c(c2-c2ccccc2)c(=O)n(C)c(=O)n3C)c1	-3.6%	3%
N#Cc1sc2nc(N3CCCCC3)c3c(c2c1N)CCCC3	-2.8%	·
CNc1nc(N)c(C(=O)C(C)(C)C)s1	-3.3%	2%
O=C(COc1ccc(Cl)cc1Cl)OCc1ccccc1	0.1%	2%
CCCN=Cc1c(CCC)[nH]n(-c2nc3ccccc3s2)c1=O	-0.2%	·
Cc1ccc(N(CC(O)CN2CCCCC2)S(=O)(=O)c2ccc(C)cc2)cc1 (stereo not drawn)	-1.7%	2%
Cc1ccc(S(=O)(=O)/N=C2/NC(=O)/C(=C/c3cc([N+](=O)[O-])ccc3O)S2)cc1	-19%	0%
Cn1c(NCCN2CCCCC2)cc(=O)n(C)c1=O	-7.2%	-9%
Clc1ccc(CN2C3=NCCCN3c3ccccc32)cc1	-1.1%&4.3%	3%&0%
COc1ccc(C(=O)N2CCN(C(=O)CC(C)C)CC2)cc1OC	-3.0%&-2.0%	-11%&0%
CCOc1ccc2cc(S(=O)(=O)N3CCCCC3C)ccc2c1 (stereo not drawn)	3.5%	0%
CCOC(=O)c1c(C)n(CC(COC(C)=O)OC(C)=O)c2ccc(OC(C)=O)cc12 (stereo not drawn)	-3.0%	-4%
Cc1nnc(SCc2nnc(-c3ccccc3)o2)n(N)c1=O	-12%	-5%
COc1ccc(-c2cc(=O)n3[nH]c(-c4ccc(C)cc4)cc3n2)cc1	0.9%	2%
Fc1ccc(Br)cc1C1C=C(c2cccnc2)Nc2ncnn21 (stereo not drawn)	-9.0%	-8%
CN1C(=O)c2oc3ccccc3c(=O)c2C1c1ccccn1 (stereo not drawn)	-0.6%	1%
CCn1c(Cn2nnc(-c3ccccc3)n2)nnc1SCC(=O)Nc1ccccc1	-0.3%	-8%
Cc1cc(=O)n(CNC(=O)c2ccccc2)c(=S)[nH]1	7.7%	·
Cc1noc(C)c1CSc1nc2ccccc2[nH]1	6.9%	·
COc1ccc(C(C#N)N2CCCCCC2)cc1OC (stereo not drawn)	0.1%	-1%
COc1ccc(N2CC(C)Cn3c2nc2c3c(=O)n(CCN3CCOCC3)c(=O)n2C)cc1 (stereo not drawn)	2.2%	-4%
O=S(=O)(NCc1csc(-c2cccnc2)n1)c1ccc2c(c1)OCCO2	5.5%	3%
CCCCOC(=O)c1cccc(NC(=O)C(C)Oc2ccc(OC)cc2)c1 (stereo not drawn)	-1.7%	3%
CCC(C)NC(=O)c1c(N)n(/N=C/c2cccnc2)c2nc3ccccc3nc12 (stereo not drawn)	0.2%	-2%
COc1cc(C(=O)N2CCN(C(=O)COc3ccc(Cl)cc3)CC2)cc(OC)c1OC	-1.4%	1%
O=C(Cn1c(=O)[nH]c2ccsc2c1=O)NC1CCCCCC1	8.4%	-3%
CC(C)n1c(C(O)c2ccccc2)nc2ccccc21 (stereo not drawn)	2.0%	-12%
Cc1sc(NC(=O)COc2ccccc2)nc1-c1ccccc1	6.0%	1%
C#CCOc1ccc(/C=C2\C(=O)NC(=O)N(c3ccc(Cl)cc3)C2=O)cc1OCC	-6.4%	-1%
COc1ccc(-c2ccc(-c3noc(-c4cccs4)n3)c(OC)n2)cc1	-26%	-7%
CCC(CC)C(=O)NCCc1cc2ccc(C)c(C)c2[nH]c1=O	5.9%	-2%
COC(C)(C)CCCC(C)COC(C)=O (stereo not drawn)	-2.0%	0%
COC(=O)c1nc(NC(C)=O)n[nH]1	-0.6%	0%
COc1ccc(C2=NOC(C(=O)NCCCN3CCOCC3)C2)cc1 (stereo not drawn)	5.2%	-1%
COc1cccc(C(=O)N2N=C(c3cccc(Br)c3)CC2(O)C(F)(F)F)c1 (stereo not drawn)	2.9%	-6%
CCC(CC)C(=O)Nc1ccc(OC)cc1[N+](=O)[O-]	0.0%	4%
O=c1[nH]c(SCC2CCCCO2)nc2ccccc12 (stereo not drawn)	4.6%	-14%
O=C(Oc1ccccc1C(=S)N1CCOCC1)c1cccc2ccccc12	-2.5%	-3%
Cn1c(=O)cc(NCCc2ccccc2)[nH]c1=O	1.6%&1.1%	-10%&0%
CC(C)C(=O)NNC1=CC(=O)CC(C)(C)C1	1.0%	0%
COC(=O)Cn1c2ccccc2c2nc(C)sc21	-3.4%	-8%
CCC(NC(=O)NCc1cccnc1)(C(F)(F)F)C(F)(F)F	-1.7%	-2%
O=C(NC1c2ccccc2-c2ccccc21)c1ccco1	-1.0%	9%
COc1cc(-c2nc3ccccn3c2/N=C/c2cccc([N+](=O)[O-])c2)ccc1O	-0.2%	1%
CCOC(=O)C1=C(C)NC2=C(C(=O)CC(c3cccs3)C2)C1c1cccs1 (stereo not drawn)	0.1%	·
Cc1ccc(N=C2N=C(N)c3ccccc32)cc1C	-0.4%	·
COc1ccc(-c2[nH]ncc2/C=N/NC(=O)c2ccc(Br)cc2)c(OC)c1	4.6%	-1%
CCSc1nc2c(c(=O)[nH]1)C(c1ccccn1)C1=C(CC(C)(C)CC1=O)N2 (stereo not drawn)	-0.5%	-5%
CCC(=O)N1CCc2cc(S(=O)(=O)N(CC)c3cccc(C)c3)ccc21	·	10%
CCn1c(=O)n(CC)c2cc(S(=O)(=O)Nc3cc(C)cc(C)c3C#N)ccc21	9.6%	·
CC1CCCCN1CCNC(=O)Cn1nc(-c2ccccc2)ccc1=O (stereo not drawn)	-6.4%	-3%
CN(C)S(=O)(=O)c1cc(S(=O)(=O)N(C)C)c2cccc3c2c1NC3=O	2.7%	0%
COc1ccc(NC(=O)CN2CCCCC2)cc1	-4.0%	2%
CCOC(=O)c1c(C)n(C)c2c1cc(O)c1ccccc12	0.5%	3%
CCOc1ccc(N(CC(=O)Nc2ccccc2Br)S(C)(=O)=O)cc1	1.1%	0%

Later entries
SMILES	Hsp70 displacement	Rat MKP-3 inhibitors
NC(=O)CSc1nc2ccc(Br)cc2[nH]1	2.1%	-4%
CC(C)=NNC(=O)C(C)Oc1ccc(Cl)cc1 (stereo not drawn)	-0.6%	0%
Cc1ccc2c(c1)CCCN2C(=O)c1cc2ccccc2oc1=O	4.0%	·
COc1ccc(Br)cc1C(=O)Nc1cccc(NC(=O)c2ccco2)c1	0.7%	1%
O=C(Nc1ccccc1)N(Cc1ccc2c(c1)OCO2)Cc1nc2ccccc2c(=O)[nH]1	1.0%	-4%
Cc1ccc(-c2nc3s/c(=C\c4ccco4)c(=O)n3n2)cc1	-21%	9%
CCCC(=O)NC(c1ccc([N+](=O)[O-])cc1)c1c(O)ccc2ccccc12 (stereo not drawn)	-0.4%	4%
C#Cc1cccc(N2C(=O)c3ccc(Oc4cccc([N+](=O)[O-])c4)cc3C2=O)c1	-1.1%	-3%
O/N=C1\CCCCc2ccccc21	2.9%	-4%
CCN1CCN(CCCOc2ccc(-c3ccccc3)cc2)CC1	2.6%	-7%
CCN(CC)C(=O)C1=CC2([N+](=O)[O-])CN(CC(=O)O)CC([N+](=O)[O-])(C1)C2 (stereo not drawn)	2.8%	2%
Cc1ccc(C(=O)CC2(O)C(=O)N(CCc3ccccc3)c3ccc(Br)cc32)o1 (stereo not drawn)	2.1%	0%
CC1(C(=O)O)CCC(C(=O)NC2CCCCC2)C1(C)C (stereo not drawn)	2.6%&1.5%	5%
CCc1cccc(CC)c1NC(=O)c1cc(Cl)ccc1[N+](=O)[O-]	-3.2%	2%
CC(C)NC(=O)CSc1nc2ccccc2[nH]1	-4.2%	0%
COCCn1c(=S)[nH]c2cc(C(=O)N3CCN(Cc4ccc5c(c4)OCO5)CC3)ccc2c1=O	8.4%	4%
O=C(c1ccc(N2CCNCC2)cc1)c1cccc(F)c1	-3.9%	2%
CCOC(=O)c1ccccc1NC(=O)c1sc(NC(=O)Cc2ccc(OC)cc2)c(C(=O)OCC)c1C	1.4%	2%
C=CCn1c(=O)[nH]c2cc(C(=O)N3CCN(c4ccc(C(C)=O)cc4)CC3)ccc2c1=O	·	5%
COC(=O)CSc1snnc1-c1ccc(F)cc1	-7.8%	·
Cc1c(Cc2ccccc2)sc(NC(=O)CCc2ccccc2)c1C(N)=O	1.7%	1%
O=C(CCN1CCN(c2ccccc2F)CC1)Nc1ccc2c(c1)OCO2	4.2%	-6%
COc1cc(C(=O)N/N=C/c2ccc(C)o2)cc(OC)c1OC	3.8%	1%
CC(c1ccccc1)N1C(=O)CC(Sc2ncccc2C(=O)O)C1=O (stereo not drawn)	4.4%	-6%
Cn1c(=O)oc2cc(S(=O)(=O)N3CCCC(C(=O)NCCN4CCOCC4)C3)ccc21 (stereo not drawn)	0.6%	-12%
CCC1CCCCN1C(=O)c1c[nH]c2ccc(S(=O)(=O)N(C)c3ccc(Cl)cc3)cc2c1=O (stereo not drawn)	7.0%	·
O=C(NOC(=O)c1cccc(I)c1)c1ccc(Cl)cc1	0.7%	6%
O=C(O)CN1C(=O)CNC1=O	5.2%	-7%
CCCCN(Cc1ccccc1)S(=O)(=O)c1ccc2[nH]c(=O)oc2c1	7.7%	·
CCc1cccc(C)c1NC1C=CS(=O)(=O)C1 (stereo not drawn)	16%	0%
c1ccc(-c2csc(Cc3nnc4n3CCCCC4)n2)cc1	0.3%	·
O=C(COc1ccccc1[N+](=O)[O-])Nc1ccc2oc(-c3cccc(F)c3)nc2c1	2.5%	7%
CSc1ccc(-c2nc3cnccn3c2Nc2ccc3c(c2)OCO3)cc1	-3.8%	·
COc1ccc(CN2CCN(c3ncccn3)CC2)c(OC)c1	1.0%	-12%
CCOC(=O)c1c(-c2ccc(Br)cc2)csc1NC(=O)c1ccc(OCC)c(OCC)c1	-3.0%	0%
CCCN1CCC(=NNC(=O)Cc2ccc(OC)cc2)CC1	3.7%	0%
COc1ccc(CNC(=O)c2ccccc2N(Cc2ccccc2)S(=O)(=O)c2ccc(C)cc2)cc1	1.6%	-4%
CN(C)CCNC(=S)NC(=O)C12CC3CC(CC(C3)C1)C2	4.1%	2%
CCN1CC=C2C(C#N)=C(N)C(C#N)(C#N)[C@H](c3cccc(OC)c3OC)[C@H]2C1	21%	-6%
CCOCCCNC(=O)c1ccc2c(c1)N(Cc1ccccc1)C(=O)CS2=O (stereo not drawn)	-2.4%	-8%
CCCCn1c(=O)[nH]c(=O)c2c1nc(CN1C(=O)c3ccccc3S1(=O)=O)n2CCC	1.6%	-9%
COc1ccc(C(OC(=O)c2ccco2)C(=O)NC2CCCCC2)cc1 (stereo not drawn)	-2.6%	·
CC(C)CCn1c(SCC(=O)c2ccccc2)nc2c1c(=O)[nH]c(=O)n2C	-2.1%	·
COc1ccc(S(=O)(=O)Nc2ccc(S(=O)(=O)Nc3ccc(F)cc3)cc2)cc1C	0.2%	·
O=C(Cc1cccs1)Nc1ccc(S(=O)(=O)Nc2ncccn2)cc1	-8.2%	-5%
O=C(Nc1nccs1)C(NS(=O)(=O)c1ccc(Br)s1)c1ccccc1 (stereo not drawn)	·	-4%
O=C(NCC(c1ccccc1)c1ccccc1)Nc1ccc(Cl)cc1	6.7%	0%
CSc1nnc(-c2ccc(C)cc2)o1	2.9%	-3%

Compounds listed so far that contain an aryl thioether with sulfur outside any ring (13):
SMILES	Hsp70 displacement	Rat MKP-3 inhibitors
C=CCSc1nnc(NC(=O)c2cccc(S(=O)(=O)N3CCOCC3)c2)s1	9.9%	-5%
Cc1nnc(SCc2nnc(-c3ccccc3)o2)n(N)c1=O	-12%	-5%
CCn1c(Cn2nnc(-c3ccccc3)n2)nnc1SCC(=O)Nc1ccccc1	-0.3%	-8%
Cc1noc(C)c1CSc1nc2ccccc2[nH]1	6.9%	·
O=c1[nH]c(SCC2CCCCO2)nc2ccccc12 (stereo not drawn)	4.6%	-14%
CCSc1nc2c(c(=O)[nH]1)C(c1ccccn1)C1=C(CC(C)(C)CC1=O)N2 (stereo not drawn)	-0.5%	-5%
NC(=O)CSc1nc2ccc(Br)cc2[nH]1	2.1%	-4%
CC(C)NC(=O)CSc1nc2ccccc2[nH]1	-4.2%	0%
COC(=O)CSc1snnc1-c1ccc(F)cc1	-7.8%	·
CC(c1ccccc1)N1C(=O)CC(Sc2ncccc2C(=O)O)C1=O (stereo not drawn)	4.4%	-6%
CSc1ccc(-c2nc3cnccn3c2Nc2ccc3c(c2)OCO3)cc1	-3.8%	·
CC(C)CCn1c(SCC(=O)c2ccccc2)nc2c1c(=O)[nH]c(=O)n2C	-2.1%	·
CSc1nnc(-c2ccc(C)cc2)o1	2.9%	-3%

This is a subset; count on the stated rates, not on these rows.
